# STEP inh = STEP phosphatase inhibitors, primary screen, biochemical, fluorescence intensity, uHTS | recombinant STEP, OMFP fluorogenic substrate | inhibition, % at 20 µM | 360,000 compounds, 0.25% hits | AID 588621, 2011 | Tyrosine-protein phosphatase non-receptor type 5 (Homo sapiens), P54829;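 active = inhibition at 20 µM, scaled per plate between control wells, above about 37%, limit read from the data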;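 note: 0% = DMSO with enzyme and substrate and 100% = substrate only without enzyme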
# Target sequence (P54829 whole entry, looked up): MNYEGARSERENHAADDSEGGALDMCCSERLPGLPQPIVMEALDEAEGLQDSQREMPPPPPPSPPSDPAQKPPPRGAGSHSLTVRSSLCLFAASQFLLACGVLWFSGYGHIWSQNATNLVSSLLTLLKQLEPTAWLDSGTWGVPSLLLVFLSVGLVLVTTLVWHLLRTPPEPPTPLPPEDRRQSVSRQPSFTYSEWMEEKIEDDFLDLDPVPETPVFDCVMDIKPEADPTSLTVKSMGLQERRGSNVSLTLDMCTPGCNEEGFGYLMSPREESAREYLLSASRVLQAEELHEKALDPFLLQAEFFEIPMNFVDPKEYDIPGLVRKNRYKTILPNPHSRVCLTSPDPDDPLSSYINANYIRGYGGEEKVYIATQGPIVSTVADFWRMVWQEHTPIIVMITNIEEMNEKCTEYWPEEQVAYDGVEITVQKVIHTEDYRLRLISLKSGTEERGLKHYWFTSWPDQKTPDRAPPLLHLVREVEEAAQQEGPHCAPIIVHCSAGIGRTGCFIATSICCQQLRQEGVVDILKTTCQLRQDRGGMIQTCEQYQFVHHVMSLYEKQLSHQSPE
#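 medium = Bis-Tris buffer pH 6.0, 2.5 mM DTT, 0.005% Tween 20 | test system = STEP (striatal-enriched tyrosine phosphatase) enzyme, cell-free | measure = normalized % inhibition | compound dosing = 20 µM, 1% DMSO | also added = 25 µM OMFP | schedule = reaction 20 min, ambient temperature | measured by = fluorescence read at 480 nm ex / 540 nm em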
# Rin1 Abl inh = inhibitors of Rin1-Abl protein binding, primary screen, biochemical, TR-FRET | 360,000 compounds, 0.4% hits | AID 588664, 2011 | inhibition, % at 7.35 µM; in the data active = inhibition above about 5%, passing the limit was not always enough
# Rpn11 block = Rpn11 (PSMD14) deubiquitinase inhibitors, primary screen, biochemical, fluorescence polarization, uHTS | calls only at 20 µM | AID 588493, 2011 | human 26S proteasome, Ub4-pepOG fluorescence polarization; 20S core pre-blocked with epoxomicin | 360,000 compounds, 0.59% hits;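 active = inhibition at 20 µM, scaled to each plate's controls, above about 33%, limit read from the data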
# Neddylation inh = inhibitors of cullin neddylation, primary screen, biochemical, TR-FRET, uHTS, NAE and Ubc12. NEDD8-conjugating enzyme Ubc12 (Homo sapiens) + NEDD8-activating enzyme E1 regulatory …. calls only at 25 µM. 360,000 compounds, 0.58% hits; in the data active = inhibition above about 36%
# LMPTP inh = LMPTP phosphatase inhibitors, primary screen, biochemical, fluorescence intensity, uHTS | recombinant LMPTP-A, OMFP fluorogenic substrate | inhibition, % at 20 µM | 360,000 compounds, 0.22% hits | AID 651560, 2012;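 active = compounds that cut the enzyme signal by at least half of the control window in the single-dose screen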;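 note: plate controls were DMSO wells with enzyme plus substrate for no effect and substrate without enzyme for full effect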
#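 material = LMPTP-A | quantity = 0.625 nM enzyme | reagent = OMFP substrate, 400 µM final | buffer or medium = Bis-Tris pH 6.0, DTT, detergent | detection = endpoint fluorescence intensity from OMFP dephosphorylation | dosing = single 20 µM dose | read-out basis = % inhibition relative to no-enzyme and uninhibited control wells | control set = no-enzyme and uninhibited controls | timing = 50 min at room temperature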
# NadD block = inhibitors of S. aureus NadD, primary screen, biochemical, colorimetric, uHTS. 360,000 compounds, 0.78% hits. Nicotinate-nucleotide adenylyltransferase NadD (Staphylococcus aureus N315). inhibition, % at 20 µM. purified NadD enzyme, colorimetric absorbance read-out; in the data active = inhibition above about 26%; note: some compounds past the cut are filed as inactive
# SUMO1 PPI mod = modulators of SUMO1 protein-protein interactions, primary screen, biochemical, uHTS; 360,000 compounds, 0.33% hits; inhibition, % at 20 µM; SUMO1 binding to a labelled peptide, TR-FRET, 1 h; Small ubiquitin-related modifier 1 (Homo sapiens), P63165; in the data active = inhibition above about 37%
# Target sequence (P63165 whole entry, looked up): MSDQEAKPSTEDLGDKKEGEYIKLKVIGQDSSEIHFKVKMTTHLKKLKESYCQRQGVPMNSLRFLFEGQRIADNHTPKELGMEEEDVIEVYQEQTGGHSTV
# CSN inh = inhibitors of CSN-mediated cullin deneddylation, primary screen, biochemical, fluorescence polarization, uHTS. Purified CSN, SCF-Nedd8-OG deneddylation. inhibition, % at 12.5 µM. 360,000 compounds, 0.38% hits;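 active = pattern-corrected inhibition above about 35%, with an unprinted fluorescence ratio check between 0.5 and 1.5, limit read from the data, passing the limit was not always enough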;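 note: 0% = enzyme with substrate and 100% = substrate without enzyme; some results filed as inactive read as strong as hits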
# Target sequence (Q92905 whole entry, looked up, one chain of several): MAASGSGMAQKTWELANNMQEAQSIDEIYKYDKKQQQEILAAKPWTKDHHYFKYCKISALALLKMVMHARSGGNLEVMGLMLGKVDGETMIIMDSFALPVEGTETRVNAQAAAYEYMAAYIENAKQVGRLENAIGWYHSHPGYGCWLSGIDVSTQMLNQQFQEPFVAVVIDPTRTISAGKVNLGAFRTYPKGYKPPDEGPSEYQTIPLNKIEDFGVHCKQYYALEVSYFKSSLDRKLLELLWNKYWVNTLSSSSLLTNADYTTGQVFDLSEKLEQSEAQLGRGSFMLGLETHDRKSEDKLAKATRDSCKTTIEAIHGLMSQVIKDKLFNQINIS
#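 Material: purified human Csn5 enzyme expressed in HEK293T cells / Medium: Tris buffer pH 7.5, NaCl, DTT, Tween-20, trehalose, ovalbumin / Compound dosing: 12.5 µM single point / Schedule: 90 min incubation of compound, enzyme and substrate at room temperature / Signal: fluorescence polarization of the substrate / Control set: no-enzyme wells high, enzyme-with-substrate wells low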
# DNMT1 inh = human DNMT1 methyltransferase inhibitors, primary screen, biochemical, molecular beacon, fluorescence, HinP1I cleavage, uHTS | DNA (cytosine-5)-methyltransferase 1 (Homo sapiens), P26358 | inhibition (reported as % activation of signal), % at 10 µM | 360,000 compounds, 0.83% hits | AID 588458, 2011; in the data active = inhibition above about 50%
# Scp1 inh = Scp-1 phosphatase inhibitors, primary screen, biochemical, colorimetric, uHTS; Carboxy-terminal domain RNA polymerase II polypeptide A small phosphatase 1 (Homo …; Recombinant Scp1, phosphopeptide, malachite green phosphate absorbance; inhibition, % at 20 µM; 340,000 compounds, 0.88% hits;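 active = inhibition above about 50% at 20 µM, limit read from the data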;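 note: plate controls were DMSO wells with enzyme for no effect and wells lacking enzyme for full effect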
#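 Test system: SCP-1 phosphatase catalytic domain, residues 76-261 | Compound dosing: One concentration, 20 µM, with 1.0% DMSO | Schedule: 45 min room-temperature reaction, 5 min colour, 30 min stabiliser | Detection: Absorbance at 630 nm | Read-out basis: % inhibition of SCP-1 phosphate liberation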
# An asterisk follows results filed as active; i = inactive; x = no result given. Rows are unselected (roughly 3.8% active in at least one column).
# Start of the data: the first six entries (preview)
SMILES,STEP inh,Rin1 Abl inh,Rpn11 block,Neddylation inh,LMPTP inh,NadD block,SUMO1 PPI mod,CSN inh,DNMT1 inh,Scp1 inh
Cc1ccc(C2=Nn3c(COc4ccc(Cl)cc4)nnc3SC2CC(=O)O)cc1 (centres undefined),-2,3,i,i,-0.4,3,0,2,-1,-5
Cc1ccccc1C(=O)Oc1ccccc1C(=O)N1CCOCC1,2,2,i,i,-0.4,4,-2,-3,0,-2
COc1ccc(-n2nnnc2CNC(=O)C2CC(=O)N(c3ccc(F)cc3)C2)cc1 (centres undefined),-3,3,i,i,-0.4,3,-1,1,10,x
CCOC(=O)N1CCN(Cc2nc(Cc3cccc(F)c3)no2)CC1,5,1,i,i,-0.2,-2,-1,4,1,-2
CCOC(=O)c1[nH]c2ccccc2c1NC(=O)CC,0,-5,i,i,0.3,1,-4,-3,-2,-3
N/C(=N\OC(=O)c1cc([N+](=O)[O-])ccc1Cl)c1ccccn1,4,0,i,i,-1.1,0,-33,1,1,18

# The whole of this part, from the start:
SMILES,STEP inh,Rin1 Abl inh,Rpn11 block,Neddylation inh,LMPTP inh,NadD block,SUMO1 PPI mod,CSN inh,DNMT1 inh,Scp1 inh
Cc1ccc(C2=Nn3c(COc4ccc(Cl)cc4)nnc3SC2CC(=O)O)cc1 (centres undefined),-2,3,i,i,-0.4,3,0,2,-1,-5
Cc1ccccc1C(=O)Oc1ccccc1C(=O)N1CCOCC1,2,2,i,i,-0.4,4,-2,-3,0,-2
COc1ccc(-n2nnnc2CNC(=O)C2CC(=O)N(c3ccc(F)cc3)C2)cc1 (centres undefined),-3,3,i,i,-0.4,3,-1,1,10,x
CCOC(=O)N1CCN(Cc2nc(Cc3cccc(F)c3)no2)CC1,5,1,i,i,-0.2,-2,-1,4,1,-2
CCOC(=O)c1[nH]c2ccccc2c1NC(=O)CC,0,-5,i,i,0.3,1,-4,-3,-2,-3
N/C(=N\OC(=O)c1cc([N+](=O)[O-])ccc1Cl)c1ccccn1,4,0,i,i,-1.1,0,-33,1,1,18
O=C(Nc1ccc(F)cc1)c1ccc(C(=O)N2CCOCC2)cc1,2,-1,i,i,-1.7,-1,1,-6,0,-7
COc1cc(C(=O)Nc2nc3ccc(S(C)(=O)=O)cc3s2)cc(OC)c1C,2,-9,i,i,1.2,4,-5,4,-4,-7
CCOC(=O)N1CCN(C(=S)NC(C)(C)C)CC1,0,-1,i,i,-0.9,-2,-3,2,2,-11
CCNc1nc(OCCNS(=O)(=O)c2cc(C)ccc2C)nc(N(C)C)n1,-1,-1,i,i,-0.3,0,20,-5,0,1
Cc1cc(NC(=O)CSc2nc3ccccc3c(=O)n2Cc2ccccc2)no1,-4,-3,i,i,-0.1,-6,4,-3,6,-15
COc1ccc(NC(=O)Cc2nnc(SCC(=O)NC3CCCCC3)n2C)cc1,-1,5,i,i,-0.2,-6,4,3,3,-2
CN(C(=O)COc1ncnc2ccc(Br)cc12)C1CCCCC1,2,-3,i,i,0.5,-8,-3,4,-1,x
O=C(CN1C(=O)COc2ccccc21)Nc1ccccc1F,-2,-1,i,i,0.3,0,-2,-1,2,1
CCc1ccc2c(CN3CCOCC3)cc(=O)oc2c1,-1,-1,i,i,-1.4,-2,1,2,0,-4
O=c1c2ccccc2ncn1CCCOc1ccccc1[N+](=O)[O-],-3,-4,i,i,-0.3,-4,-10,6,1,-4
Cc1ccc(-c2noc(-c3ccccc3C(=O)N3CCN(C)CC3)n2)cc1,3,0,i,i,0.3,2,1,-5,9,-8
CC1(NC(=S)Nc2ccc3ccccc3c2)CCS(=O)(=O)C1 (centres undefined),2,0,i,i,-0.8,0,-1,3,-3,-7
C=CCOc1ccc(/C=N\NC(N)=S)cc1,-2,1,i,i,0.8,2,-6,-2,2,1
COc1ccc(NC(=O)c2cc(C3CCCCN3S(C)(=O)=O)on2)c(C)c1 (centres undefined),-1,2,i,i,-1.7,0,-3,7,0,x
O=C(OCC(=O)N1CCN(c2ccccc2)CC1)c1cccs1,0,-2,i,i,-0.4,-2,-2,-1,4,-2
O=C(CSc1ccc2nnc(-c3cccnc3)n2n1)c1ccccc1,0,-1,i,i,0.3,-1,-1,4,6,2
N#Cc1ccc(Cl)cc1NC(=O)CNc1cccc(S(=O)(=O)N2CCCC2)c1,2,2,i,i,0.5,-1,3,7,-1,5
CCCCOc1ccc(C(=O)Nc2ccc(S(=O)(=O)Nc3onc(C)c3C)cc2)cc1,0,-2,i,i,-0.3,6,6,2,1,x
CCOC(=O)c1ccc(NC(=O)c2cccc(S(=O)(=O)N3CCOCC3)c2)cc1,-3,3,i,i,-1.8,-6,5,5,-8,-3
SMILES,STEP inh,Rin1 Abl inh,Rpn11 block,Neddylation inh,LMPTP inh,NadD block,SUMO1 PPI mod,CSN inh,DNMT1 inh,Scp1 inh
Cc1ccc(S(=O)(=O)NC2CC2)s1,4,-3,i,i,-1.3,-3,8,2,1,-2
O=C(Nc1ncccn1)c1cccs1,2,-1,i,i,-0.3,-1,1,8,0,0
O=C(CSc1cccc[n+]1[O-])Nc1ccc2c(c1)OCO2,1,-2,i,i,0.0,1,4,-5,-4,-12
CC1(C)CC(CC(=O)Nc2ccccn2)C(=O)O1 (centres undefined),-2,-2,i,i,-2.0,-3,-2,-4,-1,-5
CSc1nc2c(c(=O)[nH]c(=O)n2C)n1Cc1ccc(Cl)cc1,6,-1,i,i,-1.6,3,2,1,4,-6
O=C(CSc1nc(-c2ccco2)cc(C(F)(F)F)n1)Nc1ccccc1C(F)(F)F,4,-1,i,i,31,-6,-2,0,5,-6
CCOC(=O)[C@@H]1[C@H]2COc3ccc(Br)cc3[C@@H]2N2C(=O)N(c3ccc(OC)cc3)C(=O)[C@]12C,2,-1,i,i,2.9,-5,-1,-3,-5,-2
Cc1ccc(S(=O)(=O)N2CCOCC2)cc1C(=O)N1c2ccccc2Sc2ccccc21,2,0,i,i,1.4,-5,-1,-2,-9,-10
CC(/C=C/c1ccccc1F)=N\NC(=O)c1ccccc1,-1,0,i,i,-0.4,3,-16,-2,2,-9
CCC(C)(C)NC(=O)C1CCCN(S(=O)(=O)c2ccc3c(c2)CC(C)N3C(=O)C2CC2)C1 (centres undefined),0,0,i,i,-1.5,-9,3,-5,-2,3
O=C1c2ccccc2C(=O)N1CC(O)CNc1ccc(Br)cc1 (centres undefined),-1,1,i,i,-1.4,-7,-2,-8,1,-7
O=C(Nc1sc2c(c1C(=O)NCC(O)CO)CCCC2)c1ccccc1 (centres undefined),-3,0,i,i,0.6,-3,4,0,1,-11
CN(Cc1ccc(OC(F)F)cc1)C(=O)/C=C/c1ccc(S(=O)(=O)N2CCOCC2)cc1,-2,-3,i,i,-1.0,1,-18,0,1,-2
COc1cccc(C2=CC(=O)C[C@H](c3ccc4c(c3)OCO4)C2)c1,1,-2,i,i,0.6,-4,-13,0,-1,-5
O=C(CCc1nc(-c2ccccc2F)no1)NCCN1CCc2ccccc2C1,5,1,i,i,0.0,0,-3,2,-5,-1
COc1ccc(CC(=O)NC(=S)Nc2cccc(CO)c2)cc1,0,1,i,i,1.9,-2,-1,3,1,-14
COc1ccc(/C=N/NC(=O)c2cc(-c3ccccc3)nc3ccccc23)c(C(=O)O)c1OC,-3,0,i,i,-1.4,1,-2,3,1,-4
COC(=O)c1nn(-c2ccc(OC)cc2)c(=O)c2c(N)sc(C)c12,8,-4,i,i,3.1,5,-15,3,-15,-9
CC(C)(C)C1CCc2c(C(=O)NNC(=O)CCCC(=O)O)csc2C1 (centres undefined),0,0,i,i,-2.0,2,-1,-3,5,-2
O=C(NC(CO)(CO)CO)[C@@H]1CCCN1S(=O)(=O)c1cccc2cccnc12,-2,0,i,i,-1.5,-1,0,5,3,-4
COc1ccc(OCC(=O)OCC(=O)NC2CCCCC2C)cc1 (centres undefined),2,1,i,i,-0.6,2,1,-7,-3,-8
Cc1cc(N2C(=O)C(O)=C(C(=O)c3cccs3)C2c2cccc(Br)c2)no1 (centres undefined),0,-2,i,i,-1.1,-2,2,-7,-10,-18
COc1ccc(N2CC(O)(c3ccc(OC(F)F)cc3)[N+]3=C2CCCC3)cc1 (centres undefined),2,-3,i,i,-0.9,-9,-1,3,-1,-12
C#Cc1cccc(Nc2nc(NCc3ccccc3)nc3ccsc23)c1,-4,-6,i,i,12,12,1,-5,-23,x
CCc1ccccc1NC(=S)NC1CC2CCC(C1)N2Cc1ccco1 (centres undefined),-2,0,i,i,-2.5,-6,-3,1,-2,-2
SMILES,STEP inh,Rin1 Abl inh,Rpn11 block,Neddylation inh,LMPTP inh,NadD block,SUMO1 PPI mod,CSN inh,DNMT1 inh,Scp1 inh
O=C(OCC(=O)c1ccc[nH]1)c1ccc(S(=O)(=O)C(F)F)cc1,0,-3,i,i,0.8,2,-5,4,-2,x
CCOC(=O)CNC(=O)CSc1nnc(CCc2nc3ccccc3[nH]2)n1C,-2,1,i,i,-2.3,-4,-1,-5,2,-2
CCCCc1cc(=O)oc2cc(OCC(=O)NC(Cc3c[nH]c4ccc(O)cc34)C(=O)O)ccc12 (centres undefined),-1,0,i,i,0.3,4,0,2,-1,23
CCOC(=O)c1sc(NS(=O)(=O)c2cc(C)ccc2C)nc1C,0,0,i,i,-1.0,7,5,7,0,2
CCN(CC)CCCNC(=O)c1sc2nc(-c3ccc(F)cc3)cn2c1C,-2,-2,i,i,0.5,-7,-1,6,0,-7
Cc1ccnc(SCCn2c(Br)nc3c2c(=O)[nH]c(=O)n3C)n1,2,-2,i,i,-2.6,-5,2,5,3,-8
CC(=NCc1ccc2c(c1)OCO2)C1=C(O)c2ccccc2C1=O,1,0,i,i,1.9,1,-22,3,-4,-3
O=C(Nc1ccc2nn(-c3ccccc3)nc2c1)c1cccnc1,2,-1,i,i,0.2,-3,-17,5,-8,-5
CC(C)CC(c1nnnn1C1CCCC1)N1CCN(c2ccccc2F)CC1 (centres undefined),-3,4,i,i,-1.3,-2,-3,4,-3,-5
CCC(=O)c1ccc(OCC(=O)N2CCc3cc(OC)c(OC)cc3C2)cc1,4,3,i,i,-0.5,-2,-1,3,-7,5

# Bioassay records as filed in PubChem BioAssay.
